M. tuberculosis HTS: M. tuberculosis growth inhibition, HTS (AID 449762). M. tuberculosis H37Rv growth inhibition, 7H9 media; higher % means a stronger effect. one-dose inhibition, % at 25 µM; IC50 in µM for titrated hits. 0.59% of 330,000 active; in the data active = a potency from the dose series; inconclusive = inhibition above about 70% without an active follow-up result;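 also: bacterial growth assessed after seven days of incubation; strong numbers were not always called active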
tuberculosis growth: growth inhibition of non-replicating M. tuberculosis (AID 488890). 0.39% of 320,000 active. Mycobacterium tuberculosis non-replicating, growth inhibition; higher % means a stronger effect. one-dose inhibition, % at 25 µM; IC50 in µM for titrated hits; in the data active = a potency from the dose series; inconclusive = inhibition mostly from about 82% at the one dose, without a potency; inactive = the rest, 99 in 100 with inhibition below about 76%;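 also: plate controls were DMSO cells for no effect and high antibiotic wells for full effect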
inhibitors of VEEV: inhibitors of VEEV TC-83 cytopathic effect, confirmation, Vero cells (AID 588727); 0.13% of 350,000 active; inhibition, % at 20 µM, or IC50 in µM where a hit was titrated; Vero cells, VEEV TC-83 cytopathic effect inhibition; higher % means a stronger effect; in the data active = a potency from the dose series; inconclusive = inhibition mostly from about 14% at the one dose, without a potency; inactive = the rest, 99 in 100 with inhibition below about 12%; also: strong numbers were not always called active
H1N1 NS1A inhibition: H1N1 influenza NS1A inhibitors, functional cell based assay (AID 504329); NS1A functional cell-based assay, percent inhibition; higher % means a stronger effect; inhibition, % at 12.5 µM; hits with a dose series show IC50 in µM; 0.3% of 340,000 active; in the data active = a potency from the dose series; inconclusive = inhibition above about 27% without an active follow-up result; also: strong numbers were not always called active
Salmonella PhoP GFP: PhoP regulon inhibitors, Salmonella typhi PhoP promoter GFP reporter, confirmatory (AID 1850); Salmonella Typhi PhoP-promoter GFP reporter, fluorescence, 4 h; higher % means a stronger effect; one-dose inhibition, % at 50 µM; IC50 in µM for titrated hits; 0.33% of 310,000 active; in the data active = a potency from the dose series; inconclusive = inhibition mostly from about 25% at the one dose, without a potency; inactive = the rest, 99 in 100 with inhibition below about 19%;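 also: 0% = induced wells with vehicle and 100% = uninduced wells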
inhibitors of VEEV 10K pilot screen: second read-out of inhibitors of VEEV, no call of its own (marks repeat the call); inhibition, %; measured here: 10K pilot screen inhibition
* hit, by the source's call; i = inactive; ? = inconclusive; / = not tested or not shown.

SMILES | M. tuberculosis HTS | tuberculosis growth | inhibitors of VEEV | H1N1 NS1A inhibition | Salmonella PhoP GFP | others
Clc1ccc2oc(-c3ccccc3)cc(=NCCCN3CCOCC3)c2c1 | / | / | 2.3% | 3.4% | /
Cc1cccc(-c2nnc(SCc3ccc(C#N)cc3)n2Cc2ccco2)c1 | / | / | 2.4% | -1.0% | -3.1%
COc1ccccc1CNC(=O)c1ccc(Cl)c(NC2=NC3CS(=O)(=O)CC3S2)c1 (stereo unspecified) | -6.5% | -10.3% | 0.0% | 25.2% | -6.0% | inhibitors of VEEV 10K pilot screen=0.6
O=[N+]([O-])c1ccc(-c2c(-c3ccccc3)ncc3cc(F)ccc23)cc1 | 29.4% | 67.6% | 6.7% | -0.3% | / | inhibitors of VEEV 10K pilot screen=9.2
O=C1/C(=C/c2ccc(O)c(O)c2)SC(=S)N1Nc1ccccc1 | / | / | 1.9% | 31.6µM* | /
COC(=O)N/N=C/c1cc(Cl)cc(Cl)c1OCc1ccccc1 | 0.4% | 5.1% | 0.7% | 32.1% | -6.8%
COc1ccc(C=NNC(=O)c2cc(C)oc2C)cc1O | 5.9% | 7.4% | 9.2% | 0.2% | /
Cc1cc(C)c(NC(=O)CSc2nc3[nH]ncc3c(=O)[nH]2)c(C)c1 | -7.3% | 20.2% | 1.6% | -3.7% | -3.8%
CCN(CC(=O)NCc1cccs1)C(=O)C1CC(=O)N(c2ccc(OC)cc2OC)C1 (stereo unspecified) | 3.2% | -10.3% | 1.2% | -2.5% | 3.8%
COCC(C)NS(=O)(=O)c1ccccc1 (stereo unspecified) | -4.6% | -2.6% | 0.7% | -4.5% | -3.7%
CCOc1ccc(OCc2nnc(SCC(=O)NC3CCS(=O)(=O)C3)n2-c2ccc(Cl)cc2)cc1 (stereo unspecified) | 2.0% | 10.5% | 1.3% | -6.3% | -1.8%
CCOc1ccc(C(=O)NC2CCN(S(=O)(=O)CC)CC2)cc1 | 7.4% | -15.5% | i | 10.7% | 3.1%
Cc1ccc(NC(=O)CSCC(=O)Nc2ccc(S(=O)(=O)N3CCOCC3)cc2)cc1 | -6.3% | -11.2% | 1.6% | -9.3% | -4.5%
CCc1noc(C)c1C(=O)OC(C)C(=O)Nc1ccc2c(c1)OCO2 (stereo unspecified) | -8.6% | 22.0% | 4.3% | -11.0% | /
Cc1cccc(NC(=O)COC(=O)c2ccc3c(c2)OCO3)c1C | -0.7% | -7.4% | 1.0% | 1.4% | 0.0%
Cc1nn(-c2ccccc2)c(C)c1NS(=O)(=O)c1ccccc1 | 0.9% | 6.0% | 2.1% | 0.9% | 0.0% | inhibitors of VEEV 10K pilot screen=0.0
O=C(NN=Cc1cc(=O)[nH]c(=O)[nH]1)c1ccncc1 | / | / | 1.9% | -31.6% | /
C=CCNC(=O)NC(=O)COC(=O)C(C)Oc1ccc(Cl)cc1Cl (stereo unspecified) | 3.6% | 7.0% | 1.1% | -16.7% | -12.5%
COC(=O)c1c(NC(=O)C2CCC2)sc(C(=O)N(C)C)c1C | 3.6% | 3.0% | 1.6% | 20.2% | 5.9%
O=[N+]([O-])c1cc(C(F)(F)F)ccc1NCCNC(=S)Nc1ccc(Cl)cc1 | ? | 31.7% | 0.1% | -15.4% | 2.7%
CCN1CCS/C1=C\C=C\C1=[N+](CC)CCS1 | / | / | i | -4.1% | /
COc1nc(N(C)S(=O)(=O)c2ccc(C)cc2)nc(C)c1Cl | -5.8% | 8.3% | i | 6.2% | 1.7%
O=C(Cn1c(=O)cnc2ccccc21)NC1CCC(O)CC1 (stereo unspecified) | 2.9% | -1.5% | 0.5% | -4.6% | 3.7%
Cc1cccc(N=Cc2cc(Br)cc(Cl)c2O)c1 | 7.1% | 17.4% | 2.0% | -4.3% | 10.7%
CCCCc1nc2cc(C(=O)NCCc3c(C)n[nH]c3C)ccc2o1 | -25.3% | 6.1% | 0.2% | 0.7% | -8.8%
SMILES | M. tuberculosis HTS | tuberculosis growth | inhibitors of VEEV | H1N1 NS1A inhibition | Salmonella PhoP GFP | others
CCOC(=O)c1cccc(NC(=O)C2CCCN2S(=O)(=O)c2cccc3cccnc23)c1 (stereo unspecified) | 1.4% | / | i | -0.8% | -0.4%
Cc1onc(-c2ccccc2)c1C(=O)Nc1ccc(S(=O)(=O)NC(C)(C)C)cc1 | 33.5% | 0.6% | i | 1.4% | -2.6%
O=C(Cc1cc2ccccc2o1)NCc1ccc(F)cc1 | 9.4% | -19.5% | i | 20.2% | -3.6%
O=C(/C=C/c1ccc(Br)cc1)N1CCN(c2cccc(C(F)(F)F)c2)CC1 | ? | 38.5% | 0.7% | -4.6% | 0.4%
O=S(=O)(c1ccc(Cl)cc1)N1CCSC1c1ccco1 (stereo unspecified) | -6.8% | 9.2% | i | -3.4% | -3.6%
CCCCn1c(N)c(N(C)C(=O)c2cccc(-n3cnnn3)c2)c(=O)[nH]c1=O | 2.0% | 1.9% | 0.7% | -4.6% | /
COc1cc(OCC(=O)NC(C)C)cc2c1C(=O)O[C@@H](C)CCCC(=O)CCCCC2 | -6.5% | -0.8% | 1.1% | -13.8% | -6.0%
CC(=O)N1N=C(c2ccc(C)cc2)OC1c1ccc(Br)cc1 (stereo unspecified) | 2.4% | 28.6% | 0.3% | 2.9% | 6.6%
COc1ccc(Br)cc1C1NC(=O)c2c(sc3c2CCN(C)C3)N1 (stereo unspecified) | / | / | 3.0% | 3.8% | /
O=C(Cc1c[nH]c2ccccc12)Nc1cccc(S(=O)(=O)N2CCCCC2)c1 | 4.5% | 29.0% | / | / | -1.3%
Cc1ccc(C)c(S(=O)(=O)N2CCCC2CNC(=O)C(=O)NCc2ccccc2)c1 (stereo unspecified) | -6.3% | 12.9% | 2.0% | -7.3% | 9.7%
COc1ccc(-c2nc(C#N)c(NCc3ccc(F)cc3)o2)cc1OC | 3.3% | -5.9% | 2.1% | -12.9% | -9.4%
CCc1nnc(NC(=O)C2CC(=O)N(C3CCCCC3)C2)s1 (stereo unspecified) | -13.0% | 0.0% | 4.5% | 3.0% | -3.2%
O=C(CN(C(=O)c1csnn1)c1ccc(Cl)cc1)NC1CCCC1 | -7.5% | -10.6% | 0.7% | -5.4% | -5.3%
Cn1ccc(NC(=O)Nc2ccc(Cl)cc2Cl)n1 | -0.6% | 9.5% | 0.1% | 12.6% | -28.9%
O=C(CN1C(=O)NC(CCc2ccccc2)C1=O)N1CCCCCC1 (stereo unspecified) | 4.5% | -6.8% | 2.0% | -13.8% | /
O=C(O)c1ccc(-c2nnc(-c3ccc([N+](=O)[O-])cc3)o2)cc1 | -1.7% | / | 0.1% | -6.9% | -0.7%
COc1ccc2c(c1)c(C(=O)O)c(C)n2CCc1ccc(OC)c(OC)c1 | 4.8% | 19.6% | i | -3.3% | -1.7%
CC(C)OC(=O)C(=O)NNc1ccccc1 | ? | 43.9% | 1.5% | 1.6% | 2.6%
CC(C)(C)NC(=O)C(c1ccco1)N(C(=O)c1csnn1)c1ccccc1 (stereo unspecified) | -1.6% | -0.9% | 2.7% | 0.4% | -3.8%
CSc1nc(N)c2c(n1)OC(N)=C(C#N)C2c1cccnc1 (stereo unspecified) | -0.1% | 8.3% | i | -2.0% | -5.9%
CC(C)(C)c1ccc(S(=O)(=O)NCC(=O)Nc2sc3c(c2C(N)=O)CCCC3)cc1 | 2.6% | 7.2% | 0.4% | -17.4% | -5.7%
O=C(COC(=O)CN1C(=O)c2ccccc2C1=O)Nc1ncc(Cl)cc1Cl | -0.2% | -4.0% | 0.9% | 4.0% | 3.0%
COc1ccc(Nc2ncnc3scc(-c4ccc(OC)cc4)c23)cc1 | 4.0% | 34.1% | 2.7% | 4.2% | 9.2%
O=C(Nc1ccccc1)c1ccc(Cn2cc(C(F)(F)F)ccc2=O)cc1 | -21.2% | 39.3% | 1.1% | 2.2% | -6.6%
SMILES | M. tuberculosis HTS | tuberculosis growth | inhibitors of VEEV | H1N1 NS1A inhibition | Salmonella PhoP GFP | others
C[C@]12CCC(=O)C=C1C=CC1C2CC[C@]2(C)C(=O)CCC12 (stereo partly specified) | 4.0% | 9.8% | i | 2.1% | /
COc1cc(C2N(Cc3ccccc3)CCN2Cc2ccccc2)ccc1OC(C)=O | 8.2% | 24.5% | 2.1% | -12.0% | -2.3%
CCC(NC(=O)C1CCC1)c1ccc(C)cc1 (stereo unspecified) | -1.2% | 14.7% | 4.4% | 0.4% | -10.1%
Cc1nnc(SCc2nnc(-c3ccccc3Br)o2)n1-c1ccccc1 | 4.2% | 14.7% | i | -5.4% | -8.1%
CC1CCC(NC(=O)C2CCC(CNS(=O)(=O)c3cccc4nsnc34)CC2)CC1 (stereo unspecified) | -9.8% | -39.3% | i | 26.3% | 3.6%
CCOc1ccccc1CNc1nc2ccccc2n1C | 1.1% | -1.4% | 0.3% | -1.4% | -4.9%
CN(CC(=O)Nc1ccc(N2CCOCC2)cc1)Cc1c(O)ccc2ccccc12 | 4.4% | 75.9% | 2.5% | 3.7% | 3.5%
COc1ccc(-c2noc(CCC(=O)N(C)c3cccc(C)c3)n2)cc1 | -0.8% | 30.6% | 1.6% | -0.5% | -0.3%
CN1CCN(CCNC(=O)Nc2ccc([N+](=O)[O-])cc2)CC1 | 5.4% | 1.9% | 2.1% | 5.3% | 6.2%
Cc1cccc(OCCNC(=O)c2ncn[nH]2)c1 | 4.8% | 2.4% | 0.1% | 5.4% | -6.5%
Cc1nc2cc(C(F)(F)F)ccc2n1CCNc1nc(-c2cc(Cl)c(N)c(Cl)c2)cs1 | 9.7% | 11.0% | 3.8% | 3.1% | -34.1%
Cc1ccc(S(=O)(=O)NCCC(=O)Nc2ccc(S(=O)(=O)NC(C)C)cc2)cc1 | -3.7% | -2.9% | 3.2% | 8.9% | 16.7%
Cc1ccc2[nH]c3c(c2c1)CN(C(=O)CN1CCN(c2ccccn2)CC1)CC3 | >100µM* | 32.8% | 6.3% | 4.7% | 2.2% | inhibitors of VEEV 10K pilot screen=7.2
CCOc1ccc(NC(=O)C2CCCN(S(=O)(=O)c3ccc4c(c3)CC(C)N4C(C)=O)C2)cc1 (stereo unspecified) | -1.0% | -0.2% | 1.4% | -1.0% | 3.0%
O=C(Nc1ccccc1)NC1CCCc2ccccc21 (stereo unspecified) | 2.2% | 11.3% | 0.5% | -12.5% | -1.9%
Cn1cccc1CC(=O)NNC(=S)NC(=O)c1ccc(F)cc1 | 4.3% | ? | 2.6% | 18.4% | 3.7%
Cc1ccccc1NC(=O)C1CCN(C(=O)NC2CCCCC2)CC1 | -0.6% | -1.8% | i | 10.5% | -2.6%
CCC(=O)N1CCN(c2ccnc3cc(Cl)ccc23)CC1 | -2.1% | -2.1% | 0.5% | 1.9% | -0.8%
O=C(CSc1nnc(Cc2ccccc2)o1)NCCc1ccccc1 | ? | ? | 0.5% | 0.3% | 9.7%
Clc1cccc(-c2nc(NCCCN3CCOCC3)c3ccccc3n2)c1 | 28.2% | 32.8% | 6.7% | 5.7% | 1.4%
CCC(=O)N1CCN(c2ccc(NC(=O)COc3ccccc3Cl)cc2)CC1 | ? | 55.5% | i | 11.2% | 1.1%
COc1ccc(S(=O)(=O)Nc2cccc(N(C)S(C)(=O)=O)c2)cc1Br | 1.1% | 0.2% | 0.2% | 8.7% | -12.6%
O=C(O)c1ccc(Oc2ccc([N+](=O)[O-])cc2)c([N+](=O)[O-])c1 | / | / | i | -1.2% | /
COc1cc(NC(=O)c2ccccc2F)c(OC)cc1NC(=O)CN1CCCCC1 | 69.5% | 31.0% | 2.6% | 0.0% | 12.9%

In the list so far, these have a cyano group:
SMILES | M. tuberculosis HTS | tuberculosis growth | inhibitors of VEEV | H1N1 NS1A inhibition | Salmonella PhoP GFP | others
Cc1cccc(-c2nnc(SCc3ccc(C#N)cc3)n2Cc2ccco2)c1 | / | / | 2.4% | -1.0% | -3.1%
COc1ccc(-c2nc(C#N)c(NCc3ccc(F)cc3)o2)cc1OC | 3.3% | -5.9% | 2.1% | -12.9% | -9.4%
CSc1nc(N)c2c(n1)OC(N)=C(C#N)C2c1cccnc1 (stereo unspecified) | -0.1% | 8.3% | i | -2.0% | -5.9%

A run of entries from the list above, as a working copy:
SMILES | M. tuberculosis HTS | tuberculosis growth | inhibitors of VEEV | H1N1 NS1A inhibition | Salmonella PhoP GFP | others
CCC(=O)N1CCN(c2ccc(NC(=O)COc3ccccc3Cl)cc2)CC1 | ? | 55.5% | i | 11.2% | 1.1%
COc1ccc(S(=O)(=O)Nc2cccc(N(C)S(C)(=O)=O)c2)cc1Br | 1.1% | 0.2% | 0.2% | 8.7% | -12.6%
O=C(O)c1ccc(Oc2ccc([N+](=O)[O-])cc2)c([N+](=O)[O-])c1 | / | / | i | -1.2% | /
COc1cc(NC(=O)c2ccccc2F)c(OC)cc1NC(=O)CN1CCCCC1 | 69.5% | 31.0% | 2.6% | 0.0% | 12.9%

This is a random part of the collection; about 1.6% have a hit in one of these screens.
